# Assay outcomes: PubChem, Southern Research Specialized Biocontainment Screening Center
# M. tuberculosis: growth inhibition of non-replicating M. tuberculosis (AID 488890). Mycobacterium tuberculosis non-replicating, growth inhibition; higher % means a stronger effect. inhibition, % at 25 µM, or IC50 in µM where a hit was titrated. 320,000 compounds, 0.39% hits; in the data active means a potency from the dose series; inconclusive means inhibition mostly from about 82% at the one dose, without a potency; inactive means the rest, 99 in 100 with inhibition below about 76%;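 further: plate controls were DMSO cells for no effect and high antibiotic wells for full effect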
# M. tuberculosis HTS: M. tuberculosis growth inhibition, HTS (AID 449762); M. tuberculosis H37Rv growth inhibition, 7H9 media; higher % means a stronger effect; inhibition, % at 25 µM; hits with a dose series show IC50 in µM; 330,000 compounds, 0.59% hits; in the data active means a potency from the dose series; inconclusive means inhibition above about 70% without an active follow-up result;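 further: bacterial growth assessed after seven days of incubation; strong numbers were not always called active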
# PhoP GFP inhibition: Inhibition of PhoP regulon, Salmonella typhi GFP reporter cells, confirmation, 4 h (AID 1850) | 310,000 compounds, 0.33% hits | Salmonella Typhi PhoP-promoter GFP reporter, fluorescence, 4 h; higher % means a stronger effect | inhibition, % at 50 µM, or IC50 in µM where a hit was titrated; in the data active means a potency from the dose series; inconclusive means inhibition mostly from about 25% at the one dose, without a potency; inactive means the rest, 99 in 100 with inhibition below about 19%;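 further: 0% = induced wells with vehicle and 100% = uninduced wells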
# inhibitors of VEEV: inhibitors of VEEV TC-83 cytopathic effect, confirmation, Vero cells (AID 588727); 350,000 compounds, 0.13% hits; Vero cells, VEEV TC-83 cytopathic effect inhibition; higher % means a stronger effect; one-dose inhibition, % at 20 µM; IC50 in µM for titrated hits; in the data active means a potency from the dose series; inconclusive means inhibition mostly from about 14% at the one dose, without a potency; inactive means the rest, 99 in 100 with inhibition below about 12%; further: strong numbers were not always called active
# H1N1 NS1A inhibition: NS1A inhibition, H1N1 influenza, cell based functional assay (AID 504329). NS1A functional cell-based assay, percent inhibition; higher % means a stronger effect. inhibition, % at 12.5 µM; hits with a dose series show IC50 in µM. 340,000 compounds, 0.3% hits; in the data active means a potency from the dose series; inconclusive means inhibition above about 27% without an active follow-up result; further: strong numbers were not always called active
# inhibitors of VEEV 10K pilot screen: further read-out of inhibitors of VEEV, marked with its call; inhibition, %; measured here: 10K pilot screen inhibition
# An asterisk follows results filed as active; i = inactive; ? = inconclusive; nt = no result given.
SMILES,M. tuberculosis,M. tuberculosis HTS,PhoP GFP inhibition,inhibitors of VEEV,H1N1 NS1A inhibition,others
CCN(CC)CCN(C(=O)c1cc2c(ccc3ccccc32)oc1=O)c1nc2cc3c(cc2s1)OCCO3,11%,-5%,-7%,11%,19%,
CN(C1CCCCC1)S(=O)(=O)c1ccc(S(=O)(=O)N(CC(=O)Nc2ccccc2)C2CC2)cc1,7%,3%,-1%,0.7%,-11%,
O=C(CCc1nnc(CCCCc2ccccc2)o1)N(CCO)Cc1ccccc1,-1%,6%,8%,1.6%,11%,
CC(NC(=O)c1ccc(S(=O)(=O)NCc2ccco2)cc1)c1ccc(F)cc1 (centres undefined),34%,0%,nt,0.5%,-10%,
CCOc1cccc(Nc2cc3n(c(=O)n2)CCc2cc(OC)c(OC)cc2-3)c1,7%,-22%,10%,2.4%,4%,
COc1ccc(C(O)Cc2nccn2C)cc1 (centres undefined),1%,-11%,2%,4.0%,-14%,
CCSc1ccccc1C(=O)NCCc1ccccc1,5%,4%,-1%,0.4%,-11%,
Cc1sc2ncnc(N(C)Cc3cccs3)c2c1C,13%,0%,3%,4.6%,-2%,
O=c1c2ccccc2nc(-c2ccco2)n1CCCn1ccnc1,3%,-6%,-11%,1.4%,-6%,
O=C1NC(=O)C(c2ccccc2)(c2ccc(O)cc2)N1 (centres undefined),7%,-8%,nt,0.3%,-6%,
CC(C)(C)n1nnnc1CN1CCN(C(c2ccccc2)c2ccccc2)CC1,32%,9%,4%,i,23%,
Cn1c(-c2cccc([N+](=O)[O-])c2)[n+](C)c2ccccc21,8%,12%,-9%,0.5%,-16%,
CC1CCC(NC(=O)CN2C(=O)c3cccnc3Oc3ccc(Cl)cc32)CC1 (centres undefined),31%,6%,8%,1.4%,3%,
CCOc1cc(/C=C/c2cc(C(=O)O)c3ccccc3n2)ccc1OC,-21%,1%,-5%,2.8%,-5%,
CCN(CC)C(=O)c1ccc(NC(=O)c2ccc(N3CCCC3=O)cc2)cc1,-1%,-4%,nt,1.6%,-4%,
CNC(=O)COc1ccc2oc3c(c2c1)CCCC3,28%,4%,7%,1.8%,-8%,
O=C(N/C(=C\c1ccc2c(c1)OCO2)C(=O)N1CCOCC1)c1ccccc1Br,5%,-9%,-7%,0.7%,8%,
CC(C(=O)N1CCN(C2c3ccccc3-c3ccccc32)CC1)N1C(=O)c2ccccc2C1=O (centres undefined),5%,nt,-3%,1.4%,5%,
CCC(CC)CN1C(Nc2ccccc2)=NC[C@@H]1CC(C)C,16%,4%,0%,i,-8%,inhibitors of VEEV 10K pilot screen=0.0
COc1cccc(/C=N/Nc2cc(-n3nc(C)cc3-c3ccccc3)ncn2)c1O,-2%,15%,-4%,6.6%,-5%,inhibitors of VEEV 10K pilot screen=6.6
O=C(c1ccccc1Br)N1CCN(c2ncccn2)CC1,-6%,5%,10%,i,19%,
c1ccc(CN2CCC(N=C3NN=C(c4ccc5c(c4)OCCO5)CS3)CC2)cc1,67%,?,16%,1.1%,10%,
COC(=O)c1cc(CNC(=O)Cc2ccsc2)ccc1OC,3%,4%,6%,i,-11%,
O=C(NC1CC1)c1ccc(-n2cccc2)cc1,-1%,3%,-17%,i,5%,
CC1=C(N2CCOCC2)CCC1=O,-2%,1%,-3%,0.1%,-5%,
Cn1ccc2cc(-c3csc(N4CCC(C(N)=O)CC4)n3)ccc21,-7%,0%,nt,i,-17%,
CC12CN(Cc3ccccc3)CC(C)(CN(Cc3ccccc3)C1)C2=NO,24%,-2%,-7%,0.7%,0%,
CC(=O)N1CCN(C(=O)c2ccc(Cl)c(NC(=O)c3cccs3)c2)CC1,-1%,-15%,6%,2.1%,2%,
CCCCCOc1ccc(C(=O)NCC2(c3ccccc3)CCOCC2)cc1,19%,58%,5%,i,-8%,
Cc1ccc(NS(=O)(=O)c2ccc(C(=O)NCCN3CCOCC3)cc2)cc1,-1%,5%,nt,i,0%,
CC(C)(C)NC(=O)c1ccnc(C(C)(C)C)c1,6%,-13%,1%,0.7%,-11%,
COc1ccccc1CNS(=O)(=O)CC12CCC(CC1=O)C2(C)C (centres undefined),5%,7%,-19%,i,3%,
CCOc1ccc(Nc2cc(Nc3ccccc3OCC)nc(C=C(C#N)C#N)n2)cc1,-8%,-2%,-12%,2.5%,-23%,
Nn1c(SCC(=O)N2CCCCCC2)nnc1-c1ccco1,nt,nt,nt,2.1%,-2%,
CCOc1ccccc1NC(=S)NC(=O)CCc1ccccc1,nt,nt,nt,0.2%,-15%,
CCCOc1cccc(C(=O)NC(=S)Nc2ccc(N3CCN(C)CC3)cc2)c1,28%,>100µM*,5%,7.8%,nt,
O=C(Nc1cccc2ncccc12)c1ccc(-c2ccc(Cl)cc2Cl)o1,10%,6%,-8%,1.6%,-23%,
Cc1ccccc1N(C(=O)Cc1cccs1)C(C(=O)NC1CCCCC1)c1cn(C)nc1C (centres undefined),5%,3%,-1%,0.7%,-3%,
Clc1cccc(-c2ccc(-c3nc4ccccn4c3NCc3ccccc3)cc2)c1,30%,?,nt,1.1%,7%,
COc1ccc(NC(=O)CSc2nc3ccccc3nc2N2CCOCC2)cc1,-15%,-12%,8%,8.5%,6%,inhibitors of VEEV 10K pilot screen=3.3
CC(C)n1c(N2CCN(C(=O)Nc3ccc(F)cc3F)CC2)nc2ccccc21,10%,3%,-6%,3.2%,4%,
CCOC(=O)[C@H]1[C@H]2COc3ccccc3[C@@H]2N2C(=O)c3cc(Cl)ccc3NC(=O)[C@@]12C,31%,-2%,5%,8.3%,6%,
CCOC(=O)c1cnc2ccc(C(=O)OC)cc2c1NCCN1CCOCC1,-5%,16%,-9%,i,-8%,
COCCNC(=O)c1onc(CSc2ccc(C)c(C)c2)c1C(=O)O,-6%,-6%,2%,0.7%,-2%,
O=C(Nc1nnc(C2=COCCO2)o1)c1ccc(Cl)cc1,?,?,1%,0.9%,-2%,
O=C(Nc1ccc(S(=O)(=O)Nc2cnc3ccccc3n2)cc1)c1ccc(F)cc1,23%,1%,-3%,1.7%,0%,
Cc1c(NC(=O)CN2CCC(C(N)=O)CC2)cccc1[N+](=O)[O-],-4%,-4%,-4%,1.0%,-9%,
COc1ccc(CNC(=O)CCC(=O)N2CCN(S(=O)(=O)c3cc([N+](=O)[O-])ccc3C)CC2)cc1,nt,nt,nt,0.2%,-6%,
CCCCCCNc1c([N+](=O)[O-])c(=O)sc2ccccc12,16%,3%,-2%,0.8%,0%,
CN1CCN(c2ccc(S(=O)(=O)N3CCCCC3)cc2NC(=O)/C=C/c2ccc(OC(F)F)cc2)CC1,40%,?,9%,4.6%,21%,

# Part of the list above in order of molecular weight, largest number first.
SMILES,M. tuberculosis,M. tuberculosis HTS,PhoP GFP inhibition,inhibitors of VEEV,H1N1 NS1A inhibition,others
CCOC(=O)[C@H]1[C@H]2COc3ccccc3[C@@H]2N2C(=O)c3cc(Cl)ccc3NC(=O)[C@@]12C,31%,-2%,5%,8.3%,6%,
O=C(CCc1nnc(CCCCc2ccccc2)o1)N(CCO)Cc1ccccc1,-1%,6%,8%,1.6%,11%,
COc1cccc(/C=N/Nc2cc(-n3nc(C)cc3-c3ccccc3)ncn2)c1O,-2%,15%,-4%,6.6%,-5%,inhibitors of VEEV 10K pilot screen=6.6

# The listing continues:
SMILES,M. tuberculosis,M. tuberculosis HTS,PhoP GFP inhibition,inhibitors of VEEV,H1N1 NS1A inhibition,others
COc1ccc(-c2nc(CSCC(=O)NCCCN3CCCC3=O)c(C)o2)cc1OC,0%,1%,3%,2.4%,-1%,
COCCCNC(=O)/C(C#N)=C/c1c(N2CCN(c3ccccc3)CC2)nc2c(C)cccn2c1=O,4%,4%,-26%,6.8%,2%,
O=C(NCC1CCN(Cc2ccc(Cl)cc2)CC1)C1CCCN(c2ncnc3c2nc2n3CCCCC2)C1 (centres undefined),40%,39%,5%,4.0%,16%,
O=C(N/N=C/c1cc([N+](=O)[O-])ccc1N1CCNCC1)c1ccc([N+](=O)[O-])cc1,44%,-1%,-4%,0.7%,1%,inhibitors of VEEV 10K pilot screen=0.5
Cc1ccc(S(=O)(=O)N(C)C)cc1NC(=O)COC(=O)CCC1CCCCC1,0%,?,0%,1.6%,3%,
CCCS(=O)(=O)c1nc(S(=O)(=O)c2ccc(C)cc2)c(N2CCC(C)CC2)s1,10%,10%,3%,0.4%,5%,
N#CCSc1nnc2ccc3ccccc3n12,-10%,-7%,2%,1.0%,-4%,
COC(=O)c1ccc(C2NC(=S)N(c3ccccc3)C(C)=C2C(=O)Nc2ccccc2OC)cc1 (centres undefined),7%,3%,-14%,2.5%,2%,
O=S(=O)(NCCN1CCOCC1)c1ccc(Cl)s1,-1%,-6%,6%,1.6%,-6%,
CC(=O)Nc1cccc(NC(=O)COc2nncc3ccccc23)c1,-8%,-2%,-6%,0.5%,-5%,
O=C(Cn1cccn1)N1CCCC(N2CCN(c3ccccc3F)CC2)C1 (centres undefined),2%,-3%,-5%,1.2%,-22%,
O=C1/C(=C\c2ccc(O)c(O)c2)C(c2ccccc2)=NN1c1ccccc1,nt,nt,nt,0.1%,24%,
OCCC1CN(Cc2cn[nH]c2C2CCCCC2)CCN1C1CCCCC1 (centres undefined),9%,-4%,4%,0.4%,-6%,
CCC(C(=O)Nc1ccc(S(=O)(=O)Nc2ncccn2)cc1)c1ccccc1 (centres undefined),14%,1%,12%,1.0%,20%,
CN1C[C@@H]2[C@@H]3C(=O)N(C)C(=O)[C@@H]3[C@](C)(C1=O)N2C(=O)c1ccc(F)cc1,nt,nt,nt,0.4%,-5%,
COc1ccc(Cl)cc1C(=O)Nc1ccccc1N1CCN(C(=O)C(C)C)CC1,75%,?,4%,5.3%,5%,
CCc1ccccc1Nc1nc2ccccc2n1C(C)C,7%,2%,-2%,1.2%,3%,
c1ccc(-c2n[nH]c(-c3ccccn3)n2)cc1,-1%,13µM*,18%,0.6%,0%,
O=S(=O)(c1ccc(F)c(F)c1F)N1CCN(c2ncnc3sccc23)CC1,19%,-5%,nt,0.5%,-14%,
CCOC(=O)C1=C(CN2CCCCCC2)NC(=O)NC1c1ccc2c(c1)OCO2 (centres undefined),-5%,8%,-4%,i,14%,

# A run of entries of the results above:
SMILES,M. tuberculosis,M. tuberculosis HTS,PhoP GFP inhibition,inhibitors of VEEV,H1N1 NS1A inhibition,others
O=C(Cn1cccn1)N1CCCC(N2CCN(c3ccccc3F)CC2)C1 (centres undefined),2%,-3%,-5%,1.2%,-22%,
O=C1/C(=C\c2ccc(O)c(O)c2)C(c2ccccc2)=NN1c1ccccc1,nt,nt,nt,0.1%,24%,
OCCC1CN(Cc2cn[nH]c2C2CCCCC2)CCN1C1CCCCC1 (centres undefined),9%,-4%,4%,0.4%,-6%,

# (continued)
SMILES,M. tuberculosis,M. tuberculosis HTS,PhoP GFP inhibition,inhibitors of VEEV,H1N1 NS1A inhibition,others
O=C(N/N=C/C(Br)=C/c1ccccc1)c1cccs1,63%,-2%,-1%,6.9%,0%,
O=C1C(=O)N(CCc2c[nH]c3ccccc23)C(c2cccnc2)/C1=C(/O)c1ccccc1 (centres undefined),-14%,-2%,-3%,nt,nt,
Cc1nc(C)c(C(=O)NNS(=O)(=O)c2ccc([N+](=O)[O-])cc2)s1,14%,10%,-7%,0.9%,7%,inhibitors of VEEV 10K pilot screen=1.1
CC(C)(C)c1ccc(C(=O)Nc2ccc(NC(=O)c3ccco3)cc2)cc1,-12%,-6%,-7%,i,0%,
COCC1CCN(C(=O)C2CCN(c3nc(-c4ccccc4)nc4c3CCC4)CC2)C1 (centres undefined),22%,2%,-8%,10%,10%,
Cc1cc(C)c(NC(=O)CN2C(=O)NC(CCc3ccccc3)C2=O)c(C)c1 (centres undefined),8%,-1%,-17%,0.8%,-5%,
Brc1ccccc1OCCOCCOc1cccc2cccnc12,29%,-3%,-5%,8.7%,-9%,
O=C(Cn1c(=O)oc2ccccc21)N1CCN(c2ccc(N3CCOCC3)nn2)CC1,-8%,5%,41%,0.5%,5%,
CCOc1ccc(S(=O)(=O)Nc2ccc(C(=O)NCC(c3ccco3)N3CCCCC3)cc2)cc1 (centres undefined),10%,57%,2%,0.1%,-1%,
CC1(C(=O)NC2CCCC2)CCC(=O)N1Cc1ccc2c(c1)OCO2 (centres undefined),-10%,-2%,-4%,0.3%,4%,
CCOC(=O)c1ccc(NC(=O)c2ccnn2C)cc1,2%,-4%,10%,i,7%,
O=C(Nc1ccc2c(c1)nc1n2CCCCC1)c1cc(S(=O)(=O)N2CCOCC2)ccc1Cl,2%,-12%,-6%,2.4%,-17%,
Cc1[nH]n(-c2ccc(Cl)cc2)c(=O)c1C=NC12CN3CN(CN(C3)C1)C2,-9%,2%,-4%,0.7%,-2%,
CCOC(=O)C1CCN(C(=O)Cn2cnc3sc(C)c(S(=O)(=O)N4CCCCC4)c3c2=O)CC1,-2%,-6%,0%,1.2%,8%,
